# 12-LOX inh = Primary qHTS assay for inhibitors of human arachidonate 12S-lipoxygenase (ALOX12): Round 2. purified 12hLO, xylenol orange hydroperoxide absorbance. Potency, µM (titrated, usually from 108 µM), inactives show at the top dose activity change, negative = inhibition, actives largely listed as inhibitors. 580,000 tested, 1.1% active; note: potency is the fitted concentration of half-maximal effect; % is set by controls: 0 for no effect and ±100 for the full control effect
#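 Purified human 12hLO at 150 nM in 25 mM Hepes, 0.01% Triton X-100, pH 7.0, preincubated 15 min at room temperature with compound. Reaction started with 40 uM arachidonic acid, 30 min at room temperature. Hydroperoxide measured by Fe-xylenol orange, 573/405 nm absorbance ratio.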
# APE1 inh = qHTS Assay for Inhibitors of the Human Apurinic/apyrimidinic Endonuclease 1 (APE1). DNA repair nuclease/redox regulator APEX1 (Homo sapiens), P27695. recombinant APE1, TAMRA/BHQ-2 abasic DNA cleavage fluorescence. Potency, µM (series often up to 65.8 µM), without a hit: top-dose activity change, negative = inhibition, hits mostly inhibitors. 350,000 tested, 0.35% active. AID 2517, 2012;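 note: potency is the fitted concentration of half-maximal effect; plate controls were vehicle for no effect and reference inhibitor for full effect; nearly all actives have a fitted effect of over 55% in size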
# Target sequence (P27695 whole entry, looked up): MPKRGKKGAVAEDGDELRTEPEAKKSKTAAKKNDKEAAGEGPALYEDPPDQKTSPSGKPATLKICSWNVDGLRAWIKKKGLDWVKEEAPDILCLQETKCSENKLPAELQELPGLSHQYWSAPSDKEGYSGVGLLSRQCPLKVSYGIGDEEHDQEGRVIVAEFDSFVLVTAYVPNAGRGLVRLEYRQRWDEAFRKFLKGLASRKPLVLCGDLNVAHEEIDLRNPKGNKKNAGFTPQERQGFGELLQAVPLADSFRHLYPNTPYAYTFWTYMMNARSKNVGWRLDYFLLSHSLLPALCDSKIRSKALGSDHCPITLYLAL
#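 Kinetic fluorescence read (525 ex/598 em nm, three reads 60 s apart) of AP-site incision; signal = third minus first read. Enzyme 0.75 nM, dual-labelled THF duplex 50 nM, compound preincubation 15 min RT.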
# BLM inh = qHTS Assay for Inhibitors of Bloom's syndrome helicase (BLM). recombinant BLM DNA unwinding, fluorescence dequenching. RecQ-like DNA helicase BLM (Homo sapiens), P54132. AID 2528, 2010. 350,000 tested, 0.2% active. Potency, µM (highest dose often 56.1 µM), without a hit: top-dose activity change, negative = inhibition, hits mostly inhibitors;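 note: potency is the fitted concentration of half-maximal effect; plate controls were vehicle for no effect and no enzyme for full effect; nearly all actives have a fitted effect of over 35% in size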
# ERG Ets-DNA blk = qHTS for Small Molecule Inhibitors of the ERG Ets/DNA interaction. fluorescence polarization, His-ERG Ets domain / labelled DNA. Potency, µM (series often up to 76.9 µM), inactives show at the top dose FP activity, negative = inhibition, most hits filed as inhibitors. 370,000 tested, 0.028% active; active = well fitted inhibition curve with a large enough effect in the polarisation, with a control signal flat; inconclusive = small, poorly fitted or top-dose-only effect, or effect the other way, or a change in a side signal; inactive = no such curve, though single readings can be large or run the other way; the % refers to the polarisation;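 note: polarization taken with two DNA probes labelled with fluorescein and Texas red; potency is the fitted concentration of half-maximal effect; % of control where 0% means no effect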
#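 His-tagged ERG Ets domain (1 uM in the protein solution; 300mM KCl, 50mM Tris-HCl, 1mM EDTA, 1mM DTT, pH 7.5) received compound, then a probe mix of 5 nM fluorescein-DNA and 100nM Texas-615-DNA. Fluorescence polarization was read for both dyes.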
# POLI inh = qHTS for Inhibitors of Polymerase Iota; DNA polymerase iota (Homo sapiens), Q9UNA4; 390,000 tested, 1% active; Pol iota fluorescent replication assay, 10 min; Potency, µM (doses to about 115 µM), inactives show at the highest dose activity, negative = inhibition, usual class: inhibitors; note: potency is the fitted concentration of half-maximal effect
# Target sequence (Q9UNA4 whole entry, looked up): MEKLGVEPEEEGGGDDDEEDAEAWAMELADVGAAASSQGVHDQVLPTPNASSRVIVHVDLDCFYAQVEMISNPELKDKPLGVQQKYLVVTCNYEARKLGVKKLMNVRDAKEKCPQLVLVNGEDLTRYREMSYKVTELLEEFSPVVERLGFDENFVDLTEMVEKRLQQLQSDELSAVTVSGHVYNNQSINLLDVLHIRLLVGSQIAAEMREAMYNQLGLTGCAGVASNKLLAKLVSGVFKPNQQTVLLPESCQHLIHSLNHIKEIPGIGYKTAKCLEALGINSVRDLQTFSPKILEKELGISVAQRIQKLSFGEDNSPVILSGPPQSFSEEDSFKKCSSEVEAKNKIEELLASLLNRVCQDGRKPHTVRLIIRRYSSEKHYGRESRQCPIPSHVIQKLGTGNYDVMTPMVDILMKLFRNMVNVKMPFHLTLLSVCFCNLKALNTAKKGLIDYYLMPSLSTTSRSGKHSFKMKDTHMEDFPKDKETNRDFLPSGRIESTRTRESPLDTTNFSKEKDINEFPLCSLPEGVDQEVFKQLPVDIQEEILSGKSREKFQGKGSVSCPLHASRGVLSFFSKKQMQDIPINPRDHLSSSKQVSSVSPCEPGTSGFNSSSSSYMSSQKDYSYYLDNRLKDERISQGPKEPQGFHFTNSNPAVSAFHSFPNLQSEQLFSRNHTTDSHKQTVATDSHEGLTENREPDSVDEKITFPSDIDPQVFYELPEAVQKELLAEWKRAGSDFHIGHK
#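 Pol iota at 10 nM preincubated 15 min with compounds at room temperature; reaction started with fluorescent substrate, 50 nM final. Fluorescence read kinetically at 0 and 10 min; buffer-only wells as negative control.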
# TRHR ag = qHTS for Small Molecule Agonists and Allosteric Enhancers of Human TRH Receptor: Primary Screen for Agonists; activation, % at 2 µM; TRHR cells, calcium flux fluo-8, FDSS agonist mode; Thyrotropin-releasing hormone receptor (Homo sapiens), P34981; AID 493084, 2011; 360,000 tested, 0.18% active; in the data active = activation above about 30%; note: 0% is about no effect
#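 Steps: seed TRHR cells overnight; add fluo-8 no-wash Ca dye, RT 30 min–1.5 h; record 10 s baseline; pin-transfer compounds; monitor fluorescence 1 cycle/s for the agonist window. Calcium increases flag candidate agonists.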
# POLK inh = qHTS for Inhibitors of Polymerase Kappa. purified Pol kappa, fluorescent DNA synthesis assay, 10 min. DNA polymerase kappa (Homo sapiens), Q9UBT6. 400,000 tested, 0.53% active. Potency, µM (top dose mostly 107 µM), without a hit: top-dose activity, negative = inhibition, usual class: inhibitors; note: potency is the fitted concentration of half-maximal effect; % is set by controls: 0 for no effect and ±100 for the full control effect
#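 10 nM Pol kappa was preincubated with compounds for 15 min at room temperature. Reaction started with 50 nM (final) substrate. Fluorescence read kinetically at 0 and 10 min.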
# Pol beta inh = qHTS Assay for Inhibitors of DNA Polymerase Beta. P06746. Pol beta primer extension/strand displacement, fluorescence kinetic. Potency, µM (top dose mostly 114 µM), without a hit: at the top dose activity change, negative = inhibition, hits mostly inhibitors. 340,000 tested, 1.3% active; note: potency is the fitted concentration of half-maximal effect; % is set by controls: 0 for no effect and ±100 for the full control effect
#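 Human Pol beta at 10 nM; strand-displacement substrate 50 nM final. Compound exposure 15 min at room temperature before start, reaction 10 min at room temperature.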
# Anesthetic bind = qHTS Assay for Identification of Novel General Anesthetics; Ferritin light chain (Equus caballus), P02791; apoferritin/1-aminoanthracene competitive binding, fluorescence; Potency, µM (highest dose often 77.5 µM), inactives show top-dose activity change, negative = displacement, actives largely listed as inhibitors; 350,000 tested, 0.074% active; note: potency is the fitted concentration of half-maximal effect; % is set by controls: 0 for no effect and ±100 for the full control effect; nearly all actives have a fitted effect of over 20% in size
#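 Probe: 1-aminoanthracene (50% saturated, PBS). Protein: horse-spleen apoferritin, 10 uM. Incubation: 10 min, room temperature. Detection: 380 nm excitation, 535 nm emission. Analysis: normalized response, four-parameter Hill.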
# * marks the source's active call; other numbers are inactive results; u = inconclusive; x = no result given; & = joins results of further samples; [ ] = dose if it differs, or a comment. Unless noted, calls come from the whole dose curve; as a rule, active = well fitted curve in the direction sought with a large enough effect; inconclusive = small, poorly fitted or top-dose-only effect, or another doubt; inactive = no such curve, though single readings can be large; an effect the other way counts as inactive or inconclusive.
SMILES,12-LOX inh,APE1 inh,BLM inh,ERG Ets-DNA blk,POLI inh,TRHR ag,POLK inh,Pol beta inh,Anesthetic bind
Cc1ccc2c(c1)Oc1ccc(NC(=O)CCl)cc1C(=O)N2,u,-4%,-5%,7%,-25%,0.3,1%,14%,-4%
Cc1ccc2nc(C(O)C(O)c3nc4ccc(C)cc4[nH]3)[nH]c2c1 (stereo not drawn),5%,-7%,-4%,-6%,4%,-0.8,-6%,2%,-8%
Cc1ccc(Nc2nc(-c3ccc(F)cc3)cs2)nc1,u,52%[activator],-4%,-1%,5%,2.3,0%,3%,-17%
COc1cccc(C(=O)Nc2cnn(C(C)C)c2)c1,-8%,-2%,-2%,6%,155%[activator],-0.4,2%,4%,-5%
CSc1nn2c(C(F)(F)F)cc(C(F)(F)F)nc2c1C(=O)O,0%,3%,6%,-8%,101%[activator],-0.2,-4%,21%,5%
CCc1ccccc1NC(=O)C1CCN(C(=O)N2CC(C)Oc3ccc(Cl)cc32)CC1 (stereo not drawn),-13%,x,-5%,0%,29%,-0.4,-1%,13%,-12%
COc1ccc(C2=NOC(C(=O)Nc3ccc4c(c3)OCO4)C2)cc1 (stereo not drawn),122%[activator],-8%,-5%,3%,46%[activator],-0.2,-20%,44%,-4%
O=C(O)C1=C[C@H](c2ccc(C(F)(F)F)cc2)C[C@H](OCc2ccc(CO)cc2)O1,-18%,-1%,2%,-12%,3%,-0.1,6%,2%,-8%
CN(CC(=O)NC1CCCCCCC1)S(=O)(=O)c1cccc2cccnc12,26%,-5%,3%,-3%,-3%,-0.4,-6%,-10%,-13%
Cc1cccc(N2CCN(c3ncnc4onc(C)c34)CC2)c1C,-16%,x,-1%,-7%,u,0.7,0%,27%,-6%
O=C(CN1C(=O)c2ccccc2Sc2ccc(C(=O)N3CCOCC3)cc21)Nc1ccc(Cl)cc1F,-24%,x,1%,-12%,-4%,0.1,-8%[60.1 µM],3%,-16%
COc1ccc(N(C=O)C(C(=O)Nc2c(C)cccc2C)c2ccccc2)cc1 (stereo not drawn),0%,x,x,3%,6%,x,-1%,x,x
CC(C)CC1=NN(C(=O)c2ccncc2)C(O)(C(F)(F)F)C1 (stereo not drawn),32%&18%[activator],-7%,-14%,8%,124%[activator],0.5,-5%,22%,0%
CC(C)N1CCN(Cc2ccc(-c3ccccc3)cc2)CC1CCO (stereo not drawn),-22%,26%,1%,-5%,40%[activator],1.2,-2%,0%,3%
CC(C)(C)C(=O)Nc1nc2nc(-c3ccccc3)cc(=O)n2[nH]1,1%,x,0%,12%,0%,1.7,-8%,27%,5%
CCOc1ccc(NC(=O)CSc2nnc(C3CC3)n2C)cc1S(=O)(=O)N1CCCCC1,-28%,-6%,x,12%,-7%,-0.6,11%,x,x
S=C1NC2(CCCCC2)Cc2ccccc21,u,0%,-2%,3%,75%[activator],-0.8,-14%,3%,u
Cc1cc(C)n(CCN(C)C(=O)C2CCC(=O)N(CCc3cccc(F)c3)C2)n1 (stereo not drawn),16%,1%,-5%,-11%,5%,1.0,-4%,57%[activator],2%
Cc1cccc(NC(=O)CSc2nnc(CNC(=O)c3ccco3)n2C)c1,-9%,26%,2%,2%,111%&-8%[activator],-0.1,-5%&6%,1%,4%
COC(=O)/C=C(\Oc1ccccc1)C1(O)CCCCC1,177%[activator],-3%,-5%,-7%,106%[activator],0.0,2%,10%,-5%

# Of the compounds above, 2 contain a COOH group.
SMILES,12-LOX inh,APE1 inh,BLM inh,ERG Ets-DNA blk,POLI inh,TRHR ag,POLK inh,Pol beta inh,Anesthetic bind
CSc1nn2c(C(F)(F)F)cc(C(F)(F)F)nc2c1C(=O)O,0%,3%,6%,-8%,101%[activator],-0.2,-4%,21%,5%
O=C(O)C1=C[C@H](c2ccc(C(F)(F)F)cc2)C[C@H](OCc2ccc(CO)cc2)O1,-18%,-1%,2%,-12%,3%,-0.1,6%,2%,-8%

# Next compounds
SMILES,12-LOX inh,APE1 inh,BLM inh,ERG Ets-DNA blk,POLI inh,TRHR ag,POLK inh,Pol beta inh,Anesthetic bind
CCOC(=O)c1c(NC(=O)C(C)Oc2ccc(Cl)c(C)c2)sc2c1CCCC2 (stereo not drawn),0%,x,-6%,0%,19%,-1.0,-11%,-9%,-7%
C/C(CC(=O)Nc1ccc(N(C)C)cc1)=N\NC(=O)c1ccc(Cl)cc1Cl,1%,17%,-6%,-6%,142%[activator],0.3,1%,24%,-19%
O=C1c2ccccc2N2C(=O)c3ccccc3[C@H]2N1c1ccccc1,5%,-1%,1%,-12%,14%,-0.3,-18%,u,-20%
Cc1[nH]c2ccccc2c1C(=O)C(=O)Nc1ccc2c(c1)OCCO2,-16%,8%,-1%,-9%,4%,0.2,2%,1%,u
CSc1cccc(NC(=O)C2CCN(S(=O)(=O)c3cnc[nH]3)CC2)c1,19%,-10%,1%,-5%,-21%,0.3,-5%,39%,-2%
O=C(Nc1cccc(-c2nc3ncccc3o2)c1)c1cc2ccccc2o1,-19%&7%,-4%,22%,-3%,-4%,0.6,9%,1%,u
O=C(CN(C(=O)c1csnn1)c1ccccc1F)NC1CCCCC1,-6%,31%,1%,-13%,33%[activator],0.3,-2%,29%,-1%
CC1Cc2ccccc2N1C(=O)Cn1c(=O)oc2cc(S(=O)(=O)NC3CCCC3)ccc21 (stereo not drawn),u,19%,-10%,10%,-19%,-0.3,-15%,9%,-6%
O=S(=O)(/N=C(/Nc1cccnc1Cl)c1ccccc1)c1ccccc1,-1%,-1%,x,-2%,10%,x,-11%,x,x
O=C(O)CC(NC(=O)C12CC3CC(CC(C3)C1)C2)c1cccc([N+](=O)[O-])c1 (stereo not drawn),u,-1%,-4%,1%,79%[activator],-0.2,1%,1%,-12%
CCOc1cc(S(=O)(=O)N2CCN(c3ccc(F)cc3)CC2)c(OCC)cc1-n1cnnn1,17%,0%,-1%,x,19%,-0.1,-11%,-8%,-21%
COc1ccc(F)c(CN2CCCC(CNS(=O)(=O)c3cccc4cccnc34)C2)c1 (stereo not drawn),-4%,-5%,1%,8%,23%,0.2,-4%,-1%,-24%
CC(=O)c1ccccc1OCCOc1ccccc1C(C)=O,132%[activator],40%,-4%,0%,-13%,0.5,6%,-3%,-6%
CC(Sc1nnc(Cn2c(=O)sc3ccccc32)n1C)c1ccccc1 (stereo not drawn),1%[57.4 µM],1%,-6%,2%,-31%,-0.3,7%,85%,-1%
CC(=O)N1CC(C)Sc2ccc(S(=O)(=O)N3CCCCC3)cc21 (stereo not drawn),4%,3%,-1%,2%,-7%,-0.1,-18%,0%,2%
O=C(Nc1ccccc1C(=O)NCc1ccccc1)c1ccccc1Br,-21%,5%,-8%,-5%,-15%,-0.3,-8%,34%,-10%
CCNC(=O)COc1cccc(C(=O)NCc2ccccc2)c1,9%,2%,1%,4%,0%,0.0,-11%,-1%,-3%
CC(C)(C)c1ccc(-c2nc(O)c(CC(=O)O)s2)cc1,x,-7%,-8%,x,x,2.0,x,33%,-4%
Cc1ccc(C(C(=O)NC2CCCC2)N(C(=O)Cc2cccs2)c2ccc3c(c2)OCCO3)cc1 (stereo not drawn),1%,21%,2%,x,-23%,1.3,-14%,3%,-9%
O=C(CN1C(=O)c2cccc3cccc(c23)C1=O)N1CCN(Cc2ccc3c(c2)OCO3)CC1,-22%,-2%,2%,-2%,-17%,-0.6,1%,0%,-15%
CCN(C(=O)CCS(=O)(=O)c1ccc(Br)cc1)c1ccc2c(c1)OCO2,13%,-5%,-2%,-11%,18%,-0.6,0%,35%,7%
CCCS(=O)(=O)NCCc1sc2nc(-c3ccc(Cl)cc3)nn2c1C,1%,x,2%,1%,-4%,1.3,-10%[60.1 µM],32%,-4%
COc1ccc(-n2c(SCCC(=O)O)nnc2-c2ccncc2)cc1,-1%,-1%,2%,7%,-5%,0.6,-23%,-2%,2%
CCCN(CC(=O)Nc1ccc(NC(C)=O)cc1)CC(=O)Nc1ccc(F)c(F)c1F,0%,31%,-4%,6%,3%,0.9,1%,14%,-10%
CCOc1ccc(N2C(=O)CC(n3nc(C)cc3C)C2=O)cc1 (stereo not drawn),2%,-11%,2%,7%,-1%,0.4,-15%,22%,-5%
CC1=C(C)CC(C(=O)NCCc2ccccc2)C(C(=O)O)C1 (stereo not drawn),0%,3%,0%,-2%,18%,0.1,-10%,35%,-4%
O=C(Nc1ccccc1N1CCCC1)c1cc(=O)[nH]c2ccccc12,-1%,19%,x,-8%,24%,-1.9,-10%,x,x
O=C(Cn1c(=O)n(Cc2ccc(C(=O)NCc3ccccc3Cl)cc2)c(=O)c2ccccc21)Nc1ccc(F)cc1,-7%,x,0%,-5%,5%,1.3,2%,13%,1%
COc1cccc(CNCc2ccccc2Br)c1OC,-2%,-10%,-1%,-10%,97%[activator],-0.3,-12%,2%,-15%
CCc1ccc(S(=O)(=O)N2CCN(C(=O)c3cccnc3)CC2)cc1,10%,25%,-11%,5%,24%,0.3,-6%,1%,-12%

# A section taken from the entries so far:
SMILES,12-LOX inh,APE1 inh,BLM inh,ERG Ets-DNA blk,POLI inh,TRHR ag,POLK inh,Pol beta inh,Anesthetic bind
CCN(C(=O)CCS(=O)(=O)c1ccc(Br)cc1)c1ccc2c(c1)OCO2,13%,-5%,-2%,-11%,18%,-0.6,0%,35%,7%
CCCS(=O)(=O)NCCc1sc2nc(-c3ccc(Cl)cc3)nn2c1C,1%,x,2%,1%,-4%,1.3,-10%[60.1 µM],32%,-4%

# This is a subset (hit frequency here may not be typical).
